Screens from PubChem BioAssay.
HIV RNase H inh: inhibitors of HIV-1 reverse transcriptase RNase H; AID 565; P04585; RT-RNase H RNA/DNA duplex cleavage, fluorescence; inhibition, % at 10 µM; 65,000 compounds, 1.9% hits; in the data active means inhibition above about 50%
RmlCD inh mix: mixture blocks RmlC and RmlD coupled enzyme activity | RmlC/RmlD coupled enzyme inhibition, 384-well mixture HTS | inhibition, % at 5.5 µM | 110,000 compounds, 0.39% hits | AID 1532; in the data active means inhibition above about 30%, passing the limit was not always enough; inconclusive means no clear call, values can overlap the other calls; further: strong numbers were not always called active
* marks the source's active call; other numbers are inactive results; ? = inconclusive; / = not tested or not shown. This is a subset; rates above refer to the full screens.

SMILES	HIV RNase H inh	RmlCD inh mix
CCCN(CCC)CC(O)CN(c1ccccc1)S(=O)(=O)c1ccc(C)cc1 (centres undefined)	/	-9
C=CCn1c(Cc2ccc(OC(C)C)c(Cl)c2)nnc1SCC(N)=O	-4	-11
COc1ccc(N(CC(=O)Nc2ccc(S(=O)(=O)N3CCCCC3)cc2)S(C)(=O)=O)cc1OC	/	-12
Cc1cc(NC(=S)NC(=O)CC(C)C)ccc1Br	/	-40
CCOc1ccc(N(CC(=O)O)S(=O)(=O)c2ccc(OC)c(OC)c2)cc1	-12	/
O=c1n(Cc2ccccc2Cl)c2sc3c(c2c2ncnn12)CCCC3	6	/
COc1ccc(C(=O)n2nnc3ccccc32)cc1Br	14	11
O=C(C1CC(=O)N(C2CCCC2)C1)N1CCC2(CC1)OCCO2 (centres undefined)	/	6
Cc1[nH]c(C(=O)O)c(C)c1C(=O)OC(C)C	/	5
O=C(Nc1ccc(N2CCOCC2)cc1N1CCOCC1)c1cccs1	/	-4
O=C(NCc1cccs1)C(Cc1ccccc1)NS(=O)(=O)c1cccs1 (centres undefined)	-3	-13
COCCNC(=O)C1CC(c2cccc(F)c2)=NO1 (centres undefined)	/	-45
CCS(=O)(=O)N1CCCC(C(=O)NC2CCCC2)C1 (centres undefined)	1	-14
O=C(NN1C(=O)C2C(C1=O)C1C=CC2C12CC2)c1ccncc1 (centres undefined)	/	2
COc1ccccc1CNC(=O)c1cnn2c(C(F)F)cc(C)nc12	/	0
COc1cc(C2CC(=O)c3c(O)cc(O)cc3O2)ccc1O (centres undefined)	/	1
CCc1c(C)nc2ncnn2c1N1CCC(C(=O)N2CCN(c3ccccc3)CC2)CC1	3	/
O=C(O)CCN1C(=O)C2CCCCC2C1=O (centres undefined)	/	7
O=C(CCC(=O)OCC(=O)c1ccc(Br)cc1)Nc1cccc2cccnc12	/	5
CC(=O)c1cn(CC(=O)NCc2cccnc2)c2ccccc12	-7	-1

Random excerpt: 4 entries already listed.
SMILES	HIV RNase H inh	RmlCD inh mix
C=CCn1c(Cc2ccc(OC(C)C)c(Cl)c2)nnc1SCC(N)=O	-4	-11
CC(=O)c1cn(CC(=O)NCc2cccnc2)c2ccccc12	-7	-1
O=C(NN1C(=O)C2C(C1=O)C1C=CC2C12CC2)c1ccncc1 (centres undefined)	/	2
O=C(O)CCN1C(=O)C2CCCCC2C1=O (centres undefined)	/	7

Additional entries follow:
SMILES	HIV RNase H inh	RmlCD inh mix
Cc1ccc2c(CC(=O)NC3=NCCS3)coc2c1	-80	4
CC(=O)c1ccc(OCC(O)CN2CCOCC2)cc1 (centres undefined)	-7	-14
O=S(=O)(Cc1ccccc1)N1CCN(C/C=C/c2ccccc2)CC1	-13	11
c1ccc(N2CCN(C3CCSC3)CC2)cc1 (centres undefined)	-3	-12
O=C(NCc1ccccc1C(F)(F)F)C1CC(c2cc(C(F)(F)F)cc(C(F)(F)F)c2)=NO1 (centres undefined)	/	-13
CCCC1(CCC)NC(=O)N(CC(=O)N2CCN(C(=O)c3ccco3)CC2)C1=O	/	2
Nc1nc(SCC(=O)NCC2CCCO2)n[nH]1 (centres undefined)	2	-1
O=C(COC(=O)c1ccccc1)c1ccc(Br)cc1	/	-10
CCCC(CCC(=O)Nc1ccc(C(=O)OCC)cc1)C(=O)O (centres undefined)	-11	5
COC(=O)[C@H]1C[C@@H]1[C@H](NC(=O)[C@H]1C[C@@H]1[C@H](NC(=O)OCc1ccccc1)c1ccccc1)c1ccccc1	/	-7
CCCCn1c(NC(=O)CC)c(C#N)c2nc3ccccc3nc21	-1	?
CCn1ncc(C2=NOC(C(=O)Nc3cc(OC)c(Cl)cc3OC)C2)c1C (centres undefined)	-8	8
COc1cc(NC(=O)c2cccs2)c(OC)cc1NC(=O)CCn1nnc2ccccc21	-2	-1
CCOC(=O)C1CCCN(C2CC(=O)N(c3ccc(C)cc3)C2=O)C1 (centres undefined)	/	-9
COc1cc(-c2nc(-c3ccccn3)no2)cc(OC)c1OC	-13	-3
COc1ccc(NC(=O)c2sc(NC(=O)COc3ccccc3)nc2C)cc1	/	7
COc1ccccc1C(=O)Nc1ccc(S(=O)(=O)Nc2cc(C)on2)cc1	-2	-13
C=CCn1c(SCC(=O)Nc2ccccc2OC)nc(O)c(CC)c1=O	-11	-7
COC(=O)COc1nc(C)c2c(c1C#N)CC(C)(C)OC2	0	-8
CCCCCSc1nc2c(c(=O)[nH]c(=O)n2C)n1CCc1ccccc1	-13	-4
CN1CC2=CC(O)CC3Oc4c(O)ccc(c4[C@]23C)C1 (some centres undefined)	/	-16
O=c1cc(CSc2nc3ccccc3[nH]2)c2ccccc2[nH]1	/	21
CCC(C)(C)n1nnnc1C(c1cc2cccc(C)c2[nH]c1=O)N1CCCC1 (centres undefined)	-12	-9
Nc1cc(C(=O)OCC(=O)N2CCCC2)ccc1Cl	-2	-1
Cc1cc(C(F)F)n2nc(C(=O)Nc3ccc(S(=O)(=O)NC45CC6CC(CC(C6)C4)C5)cc3)nc2n1	/	-14
OC(COc1c(Br)cc(Br)cc1Br)CN1CCOCC1 (centres undefined)	-8	-1
CCOC(=O)c1c(C)n(C)c2cc(OCCN(CC)CC)ccc12	2	11
CCCCCOC(=O)Cn1c(=O)c2c(nc(N3CCOCC3)n2C)n(C)c1=O	/	-7
O=C(O)C1CCCN(S(=O)(=O)c2ccc(Br)cc2)C1 (centres undefined)	/	8
O=C(NCc1ccccc1)C1CCCN(C(=O)Nc2ccccc2)C1 (centres undefined)	-8	-13
CCOc1ccc(OCC)c(NC(=O)CC2Oc3ccccc3NC2=O)c1 (centres undefined)	-4	-15
Cc1cc(C)c(NC(=O)CSc2nc3ccc(NC(=O)CSc4nnnn4Cc4ccccc4)cc3s2)c(C)c1	/	10
CCC(=O)Nc1ccc(-c2nnc(-c3ccccc3)o2)cc1	-3	-5
COC(=O)/C=C/C(=O)Nc1cccnc1	/	-3
COc1cc(/C=C/[N+](=O)[O-])ccc1O	/	-11
COC(=O)c1c(NC(=O)CSc2nc3c(c(=O)n(C)c(=O)n3C)n2C(C)C)sc(C)c1C	-10	/
COC(=O)c1ccc(N2CCN(C)CC2)c(NC(=O)c2cc3ccccc3o2)c1	-1	-20
COc1ccccc1NC(=O)N1CCCC1C(=O)NCc1ccccc1 (centres undefined)	-2	10
O=C(OCc1cnc(Cl)s1)c1ccccc1Cl	/	3
COc1ccc(C(C)NC(=O)C2CCCO2)cc1OC (centres undefined)	-6	12
Cc1ccc(Cl)cc1N1CCN(C(=O)c2ccc(CN3CCOCC3)cc2)CC1	14	-10
COCC(=O)N(Cc1cc2cc(OC)ccc2[nH]c1=O)c1ccccc1	-3	12
O=C(NCCC1=CCCCC1)C1CCN(C(=O)Nc2ccccc2)CC1	-1	-15
COc1cccc(N2CCN(C3CCCC(C)C3)CC2)c1 (centres undefined)	6	5
O=C(Nc1ccccc1)c1ccc(S(=O)(=O)N2CCOCC2)cc1	/	-13
CC1(C)CNC(=O)CC(C)(C)N1O	-1	-11
O=C(Nc1cnn(Cc2ccccc2)c1)c1cc2nc(-c3ccco3)cc(C(F)(F)F)n2n1	-6	-7
O=C(Nc1ccccc1OC(=O)N1CCOCC1)N1CCOCC1	-3	-14
O=C(Nc1ccc(S(=O)(=O)NC2CCCC2)cc1)c1cnccn1	-7	0
COc1ccc(Cn2nnnc2C(c2cc3cccc(C)c3[nH]c2=O)N2CCOCC2)cc1 (centres undefined)	54*	5
CSCC[C@H](NC(=O)CC(C)(C)C)c1nc2ccccc2[nH]1	/	9
COc1ccc(C)cc1S(=O)(=O)N(C)CC(=O)NCc1ccco1	-10	-6
NC(=O)c1ccccc1N/C=C/C(=O)c1ccc(Cl)cc1	/	-16
CCOC(=O)C1=C(CSc2nc(CC)c(C)cc2C#N)OC(N)=C(C#N)C1c1ccc(OC)cc1 (centres undefined)	/	9
CCN(CC)S(=O)(=O)c1ccc2nc(CSc3nnnn3-c3ccc(O)cc3)[nH]c2c1	11	0
COC(=O)NNC(=O)C(C)Oc1ccc(Cl)cc1Cl (centres undefined)	/	-7
Cc1noc(C)c1C(=O)Nc1ccccc1-c1ccccc1	-23	-13
Fc1ccc(CN2CCN(c3ncccn3)CC2)cc1	/	10
Cc1ccc2c(c1)CCCN2C(=O)c1ccncc1	-7	8
CC(C)CC(=O)Nc1cc2nn(-c3ccccc3)nc2cc1Cl	/	-48

Other compounds:
SMILES	HIV RNase H inh	RmlCD inh mix
CC1CCCN(c2nc3c(c(=O)[nH]c(=O)n3C)n2CCCc2ccccc2)C1 (centres undefined)	-12	-8
Cc1cc(SCCOc2ccc(Br)cc2)nc(N)n1	/	-2
O=C(Cn1nnc2ccccc21)OCC(=O)c1ccccc1	/	1
O=C(CSc1nnc(-c2cccs2)n1-c1ccccc1)NCc1ccc2c(c1)OCO2	-53	1
CCN(CC)S(=O)(=O)c1cccc(C(=O)N2CC(O)CC2C(=O)OC)c1 (centres undefined)	/	7
CCOc1ccc(Cl)cc1S(=O)(=O)N1CCN(c2ccc(F)cc2)CC1	2	-6
O=C(O)c1cc([N+](=O)[O-])ccc1NCCCc1ccccc1	/	9
CC(C)COP(=O)(c1ccc(N(C)C)cc1)C(O)c1ccccn1 (centres undefined)	3	14
Cc1ccc(/C=N/NC(=O)Cn2nccc2C)o1	/	11
CN(C)CCN1C(=O)C(=O)/C(=C(/O)c2ccc(F)cc2)C1c1ccccc1 (centres undefined)	-2	-11
Nc1nc2n(n1)C(c1ccccc1)CC(c1ccc(F)cc1)N2 (centres undefined)	-6	20
COc1ccc(-c2nnc(SCC(=O)Nc3cc(C)on3)n2N)cc1OC	-2	-7
Cc1cccc(NS(=O)(=O)c2ccc(C)c(C(=O)OCC(=O)Nc3cc(C)on3)c2)c1	-33	-18
C=CCN(CC=C)Cc1c(O)ccc2c1oc(=O)c1ccccc12	/	9
c1csc(CNc2ncnc3sccc23)c1	5	-1
Clc1cccc(Cl)c1C1=NOC(c2nnc(-c3ccccc3)o2)C1 (centres undefined)	/	-6
O=c1c2c3nc4ccccc4nc3n(-c3ccc4c(c3)OCCO4)c2ncn1CC1CCCO1 (centres undefined)	-21	/
CCO[C@H]1OC(C(=O)NCc2ccccc2)=C[C@@H](C2CC2)[C@@H]1CCCO	/	-4
O=C(COc1ccccc1)Nc1ccc2c(c1)nc1n2CCOC1	5	3
CN=c1scc(C)n1/N=C/c1ccc(O)c(O)c1O	/	-15

Exported with two lines to a compound: four of the compounds above.
Second line of a record – HIV RNase H inh, RmlCD inh mix
- NC(=O)c1ccccc1N/C=C/C(=O)c1ccc(Cl)cc1
 : /, -16
- CCOC(=O)C1=C(CSc2nc(CC)c(C)cc2C#N)OC(N)=C(C#N)C1c1ccc(OC)cc1 (centres undefined)
 : /, 9
- CCN(CC)S(=O)(=O)c1ccc2nc(CSc3nnnn3-c3ccc(O)cc3)[nH]c2c1
 : 11, 0
- COC(=O)NNC(=O)C(C)Oc1ccc(Cl)cc1Cl (centres undefined)
 : /, -7

More compounds follow:
SMILES	HIV RNase H inh	RmlCD inh mix
Cc1c(-c2c(C#N)c(N)nc3c2CCCCCC3)cnn1C	/	13
COc1ccc(-c2csc(NC(=O)C3COc4ccccc4O3)n2)cc1OC (centres undefined)	/	-3
CCOC(=O)c1cnc(SCC(=O)Nc2nc(C)c(C)s2)nc1N	1	9
C=CCn1c(SCc2ccccc2)nc2scc(-c3ccc(C)o3)c2c1=O	/	-9
CN1[C@@H]2CC[C@H]1CC(OC(=O)C(CO)c1ccccc1)C2 (some centres undefined)	/	10
CC1CCN(S(=O)(=O)c2ccc(NC(=O)CCN3C(=O)c4ccccc4C3=O)cc2)CC1	/	30
CCOC(=O)C1CCCN(C(=O)Nc2ccccc2)C1 (centres undefined)	/	-4
Cc1ccc(S(=O)(=O)N2CCN(C(=O)CSC3CCCC3)CC2)c(C)c1	-14	-8
C#CCOCCOCCOCCNc1nc(N2CCN(C(=O)[C@H](CCCCN)n3cc([C@@H](N)CC(C)C)nn3)CC2)nc(N2CCN(C(=O)[C@H](Cc3cc4ccccc4[nH]3)n3cc([C@@H](N)Cc4ccc(O)cc4)nn3)CC2)n1	/	9
CCCN1CNC(=S)N(c2cccc(C)c2C)C1	/	-4
Cc1cc([N+](=O)[O-])c(C(C)(C)C)cc1N	/	-13
CCOC(=O)CCSCC(=O)Nc1nnc(C)s1	-14	173
Cn1c(-c2ccccc2)cc(=O)c2ccccc21	-6	10
COCCN1C(=O)C(O)=C(C(=O)c2cccs2)C1c1ccccc1 (centres undefined)	/	8
CC(c1nnnn1C(C)(C)C)N(Cc1cccnc1)Cc1ccccc1Cl (centres undefined)	/	-111
CCOc1ccc2nc(N3CCC(C(=O)N4CCN(c5ncccn5)CC4)CC3)sc2c1	-3	14
COc1ccc(N2CCN(C(=O)C3COc4ccccc4O3)CC2)cc1 (centres undefined)	/	2
CN(C)S(=O)(=O)c1ccc(S(=O)(=O)N(Cc2ccccn2)Cc2ccco2)cc1	-10	/
CC(C)NC(=O)c1ccc2c(c1)nnn2C	-9	0
O=C1CSc2ccccc2N1Cc1ccccc1F	-64	-11

Next part; it opens with the five that closed the last part.
SMILES	HIV RNase H inh	RmlCD inh mix
CCOc1ccc2nc(N3CCC(C(=O)N4CCN(c5ncccn5)CC4)CC3)sc2c1	-3	14
COc1ccc(N2CCN(C(=O)C3COc4ccccc4O3)CC2)cc1 (centres undefined)	/	2
CN(C)S(=O)(=O)c1ccc(S(=O)(=O)N(Cc2ccccn2)Cc2ccco2)cc1	-10	/
CC(C)NC(=O)c1ccc2c(c1)nnn2C	-9	0
O=C1CSc2ccccc2N1Cc1ccccc1F	-64	-11
CC1(C)Cc2c(C#N)c(NC3CCCCC3)nc(-c3ccco3)c2CO1	19	-213
Cc1ccc(-n2c(SCn3nnc4ccccc4c3=O)nnc2-c2cccnc2)c(C)c1	20	4
CC(C)CCNC1=NCCCCC1	/	-6
Cc1onc(-c2ccccc2)c1-c1n[nH]c(=S)n1-c1ccc(C(=O)O)cc1	/	6
Cc1cccnc1NC(=O)C1CCCN(S(=O)(=O)c2ccc3c(c2)oc(=O)n3C)C1 (centres undefined)	/	5
